Screening data from PubChem.
H1N1 NS1A inhibition = NS1A inhibition, H1N1 influenza, cell based functional assay (AID 504329); NS1A functional cell-based assay, percent inhibition; higher % means a stronger effect; one-dose inhibition, % at 12.5 µM; IC50 in µM for titrated hits; hit rate 0.3% among 340,000; in the data active = a potency from the dose series; inconclusive = inhibition above about 27% without an active follow-up result; also: strong numbers were not always called active
tuberculosis growth = growth inhibition of non-replicating M. tuberculosis (AID 488890) | inhibition, % at 25 µM, or IC50 in µM where a hit was titrated | hit rate 0.39% among 320,000 | Mycobacterium tuberculosis non-replicating, growth inhibition; higher % means a stronger effect; in the data active = a potency from the dose series; inconclusive = inhibition mostly from about 82% at the one dose, without a potency; inactive = the rest, 99 in 100 with inhibition below about 76%;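 also: plate controls were DMSO cells for no effect and high antibiotic wells for full effect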
H37Rv inhibition = M. tuberculosis growth inhibition, HTS (AID 449762); M. tuberculosis H37Rv growth inhibition, 7H9 media; higher % means a stronger effect; inhibition, % at 25 µM, or IC50 in µM where a hit was titrated; hit rate 0.59% among 330,000; in the data active = a potency from the dose series; inconclusive = inhibition above about 70% without an active follow-up result;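 also: bacterial growth assessed after seven days of incubation; strong numbers were not always called active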
inhibitors of VEEV = inhibitors of VEEV TC-83 cytopathic effect, confirmation, Vero cells (AID 588727). Vero cells, VEEV TC-83 cytopathic effect inhibition; higher % means a stronger effect. hit rate 0.13% among 350,000. inhibition, % at 20 µM; hits with a dose series show IC50 in µM; in the data active = a potency from the dose series; inconclusive = inhibition mostly from about 14% at the one dose, without a potency; inactive = the rest, 99 in 100 with inhibition below about 12%; also: strong numbers were not always called active
Salmonella PhoP GFP = PhoP regulon inhibitors, Salmonella typhi PhoP promoter GFP reporter, confirmatory (AID 1850) | hit rate 0.33% among 310,000 | Salmonella Typhi PhoP-promoter GFP reporter, fluorescence, 4 h; higher % means a stronger effect | one-dose inhibition, % at 50 µM; IC50 in µM for titrated hits; in the data active = a potency from the dose series; inconclusive = inhibition mostly from about 25% at the one dose, without a potency; inactive = the rest, 99 in 100 with inhibition below about 19%;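 also: 0% = induced wells with vehicle and 100% = uninduced wells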
inhibitors of VEEV 10K pilot screen = recorded beside inhibitors of VEEV, whose call it bears; inhibition, %; measured here: 10K pilot screen inhibition
* marks the source's active call; other numbers are inactive results.

`c1csc(-c2nnc(COc3ccc4c(c3)OCO4)o2)c1` gave H1N1 NS1A inhibition -9%, tuberculosis growth inconclusive, H37Rv inhibition 2%, inhibitors of VEEV 0.6% and Salmonella PhoP GFP -3%.
Screening Cc1noc(C)c1NC(=O)Nc1cccc2c1O[C@H](CN(C)S(=O)(=O)c1c(C)noc1C)[C@@H](C)CN([C@H](C)CO)C2=O returned H1N1 NS1A inhibition 5%, tuberculosis growth 3%, H37Rv inhibition 3% and inhibitors of VEEV 0.9%.
`Nc1ccc2ccccc2c1[N+](=O)[O-]` gave H1N1 NS1A inhibition -17% and inhibitors of VEEV 0.5%.
Screening C=CCn1c(N2CCN(c3ccc(OC)cc3)CC2)nc2c1c(=O)[nH]c(=O)n2C returned H1N1 NS1A inhibition 3%, tuberculosis growth -1%, H37Rv inhibition -7%, inhibitors of VEEV 2.0% and Salmonella PhoP GFP 3%.
Screening COc1ccc(C2=NN(C(=O)CCC(=O)O)C(c3ccccc3OC)C2)cc1 (configuration not stated) returned H1N1 NS1A inhibition 0%, tuberculosis growth 2%, H37Rv inhibition 5%, inhibitors of VEEV 5.0% and Salmonella PhoP GFP -7%.
Cc1c(Cl)cccc1NC(=O)Cc1cccs1 was read as H1N1 NS1A inhibition 2%, tuberculosis growth 9%, H37Rv inhibition -4%, inhibitors of VEEV inactive and Salmonella PhoP GFP -3%.
`Cc1ccccc1NC(=O)/C=C/c1cccs1` gave H1N1 NS1A inhibition 7%, tuberculosis growth 37%, H37Rv inhibition -6%, inhibitors of VEEV 0.3% and Salmonella PhoP GFP 9%.
Screening O=C(CCn1c(=O)c2ccccc2n(Cc2ccccc2)c1=O)NCc1ccc2c(c1)OCO2 returned H1N1 NS1A inhibition 6%, tuberculosis growth 8%, H37Rv inhibition 7%, inhibitors of VEEV 1.7% and Salmonella PhoP GFP -13%.
For COc1ccc(-c2cc(C(F)F)n3ncc(C(=O)Nc4cnn(Cc5ccccc5)c4)c3n2)cc1 the results were tuberculosis growth -6%, H37Rv inhibition 2% and Salmonella PhoP GFP -7%.
Screening COc1ccc(Cl)cc1NC(=O)CN(C)C(=O)c1ccc(C)s1 returned H1N1 NS1A inhibition -9%, tuberculosis growth -7%, H37Rv inhibition 5%, inhibitors of VEEV 2.3% and Salmonella PhoP GFP -3%.
`COc1ccc(CNC(=O)CSc2ccsc2[N+](=O)[O-])cc1` gave H1N1 NS1A inhibition -4%, tuberculosis growth 66%, H37Rv inhibition 8%, inhibitors of VEEV 0.7% and Salmonella PhoP GFP 0%.
For Cc1noc(C)c1COc1cccc(C(=O)NCc2cccc(Cl)c2)c1 the results were H1N1 NS1A inhibition 6%, tuberculosis growth 13%, H37Rv inhibition 2%, inhibitors of VEEV inactive and Salmonella PhoP GFP 6%.
Cc1ccc(S(=O)(=O)Nc2nc(-c3ccccc3)cs2)cc1 was read as H1N1 NS1A inhibition -12%, tuberculosis growth 64%, H37Rv inhibition 5%, inhibitors of VEEV 2.9% and Salmonella PhoP GFP -9%.
`CSc1nnc(NC(=O)c2nc(S(=O)(=O)Cc3cccc(C)c3)ncc2Cl)s1` gave H1N1 NS1A inhibition -8%, tuberculosis growth inconclusive, H37Rv inhibition 0%, inhibitors of VEEV inconclusive and Salmonella PhoP GFP 2%.
`Cc1ccccc1C(=O)NNC(=O)c1cc(S(=O)(=O)N2CCOCC2)ccc1C` gave H1N1 NS1A inhibition -6%, tuberculosis growth -9%, H37Rv inhibition -10% and inhibitors of VEEV 1.0%.
`COc1ccc(C(=O)NCC(=O)N/N=C/c2cn[nH]c2-c2ccccc2)cc1` gave H1N1 NS1A inhibition -1%, tuberculosis growth 4%, H37Rv inhibition 3%, inhibitors of VEEV 0.8% and Salmonella PhoP GFP -2%.
`O=C(Nc1ccc(S(=O)(=O)N2CCCCC2)cc1)c1cccnc1Cl` gave H1N1 NS1A inhibition 1%, tuberculosis growth 20%, H37Rv inhibition 7%, inhibitors of VEEV 2.2% and Salmonella PhoP GFP 8%.
For O=C(Nc1ccn(CCCNCc2ccccc2)c(=O)n1)OCc1ccccc1 the results were H1N1 NS1A inhibition -1% and inhibitors of VEEV 0.1%.
For Cc1ccc(-c2nnn(CC(=O)N(c3ccc(F)cc3)C(C(=O)NC(C)(C)C)c3ccco3)n2)o1 (configuration not stated) the results were H1N1 NS1A inhibition 0%, tuberculosis growth 2%, H37Rv inhibition 0%, inhibitors of VEEV 0.1% and Salmonella PhoP GFP 0%.
`C/C=C(\C)C(=O)NCCN1C2=NC[C@H](Cc3ccccc3)N2C[C@@H]1Cc1ccc(OC)cc1` gave H1N1 NS1A inhibition 9%, tuberculosis growth 4%, H37Rv inhibition 47%, inhibitors of VEEV 0.2%, Salmonella PhoP GFP 0% and inhibitors of VEEV 10K pilot screen 0.0.
Screening Cc1ccc(-c2nc(SCC(=O)c3c(N)n(C)c(=O)n(C)c3=O)n[nH]2)cc1 returned H1N1 NS1A inhibition 0%, tuberculosis growth -1%, H37Rv inhibition 5%, inhibitors of VEEV 1.6% and Salmonella PhoP GFP -23%.
O=C(Cc1ccccc1)NCCCN1CCN(CCCNC(=O)Cc2ccccc2)CC1 was read as H1N1 NS1A inhibition -3%, tuberculosis growth -15%, H37Rv inhibition -2%, inhibitors of VEEV inactive and Salmonella PhoP GFP 6%.
O=C(Nc1ccc(Cl)c(S(=O)(=O)N2CCOCC2)c1)c1cc(-c2ccccn2)nc2ccccc12 was read as H1N1 NS1A inhibition 0%, tuberculosis growth 26%, H37Rv inhibition -19%, inhibitors of VEEV 6.3% and Salmonella PhoP GFP -10%.
OCc1cccc(Nc2ncnc3sc4c(c23)CCCCC4)c1 was read as H1N1 NS1A inhibition 7%, tuberculosis growth 12%, H37Rv inhibition -11%, inhibitors of VEEV 1.2% and Salmonella PhoP GFP 9%.
`COc1cc(CNn2nnnc2N)cc(Br)c1OCC(=O)NC(C)(C)C` gave H1N1 NS1A inhibition 2%, tuberculosis growth 8%, H37Rv inhibition -8%, inhibitors of VEEV inactive and Salmonella PhoP GFP -4%.
For COc1cc([N+](=O)[O-])ccc1NC(=O)CSc1nnc(C)c(C)n1 the results were H1N1 NS1A inhibition 0%, tuberculosis growth 5%, H37Rv inhibition 9%, inhibitors of VEEV inactive and Salmonella PhoP GFP 13%.
`CC1(C)SC(=S)N(NC(=O)Nc2ccccc2)C1N(O)C(=O)Nc1cccc2ccccc12` (configuration not stated) gave H1N1 NS1A inhibition 2%, tuberculosis growth 17%, H37Rv inhibition 6%, inhibitors of VEEV 2.2% and Salmonella PhoP GFP -5%.
Screening O=C(Nc1ccc(Cl)cc1)Nc1nc(-c2ccccc2)cs1 returned H1N1 NS1A inhibition 2%, tuberculosis growth 5%, H37Rv inhibition 10%, inhibitors of VEEV 1.3% and Salmonella PhoP GFP 1%.
For Cc1ccc(-c2csc(NC(=S)NC(=O)/C=C/c3ccco3)n2)cc1 the results were H1N1 NS1A inhibition 4%, tuberculosis growth 20%, H37Rv inhibition 0%, inhibitors of VEEV 7.1% and Salmonella PhoP GFP -1%.
For CCN1CCCC1CNCc1cccc(OC)c1OCc1ccccc1 (configuration not stated) the results were H1N1 NS1A inhibition -1%, tuberculosis growth 8%, H37Rv inhibition -7%, inhibitors of VEEV inactive and Salmonella PhoP GFP 16%.
For Cc1ccc(N/N=C/c2ccncc2)cc1 the results were H1N1 NS1A inhibition -5%, tuberculosis growth 30%, H37Rv inhibition inconclusive, inhibitors of VEEV inactive and Salmonella PhoP GFP 28%.
Screening O=C(COC(=O)c1ccc(Br)cc1)NCCC1=CCCCC1 returned H1N1 NS1A inhibition -6%, tuberculosis growth 27%, H37Rv inhibition 6%, inhibitors of VEEV 1.4% and Salmonella PhoP GFP -5%.
`Cc1cc(C)c2cc(C(O)c3nnnn3Cc3ccccc3)c(=O)[nH]c2c1` (configuration not stated) gave H1N1 NS1A inhibition -6%, tuberculosis growth -7%, H37Rv inhibition -2%, inhibitors of VEEV 9.3% and Salmonella PhoP GFP -9%.
`CCCOP(=O)(OCCC)C(Nc1cccc(C(F)(F)F)c1)c1ccc(C)cc1` (configuration not stated) gave H1N1 NS1A inhibition -2%, tuberculosis growth 7%, H37Rv inhibition 1%, inhibitors of VEEV inactive, Salmonella PhoP GFP 1% and inhibitors of VEEV 10K pilot screen 0.0.
`O=C(CSc1ncccn1)N1CCN(S(=O)(=O)c2ccccc2)CC1` gave H1N1 NS1A inhibition 1%, tuberculosis growth -21%, H37Rv inhibition -3%, inhibitors of VEEV inactive and Salmonella PhoP GFP -6%.
`O=C(NC(=S)N1CCCCCC1)c1ccc(Cl)cc1Cl` gave tuberculosis growth 29%, H37Rv inhibition 62%, inhibitors of VEEV 0.8% and Salmonella PhoP GFP -10%.

A section taken from the entries so far, for reference:
`O=C(CSc1ncccn1)N1CCN(S(=O)(=O)c2ccccc2)CC1` gave H1N1 NS1A inhibition 1%, tuberculosis growth -21%, H37Rv inhibition -3%, inhibitors of VEEV inactive and Salmonella PhoP GFP -6%.
`O=C(NC(=S)N1CCCCCC1)c1ccc(Cl)cc1Cl` gave tuberculosis growth 29%, H37Rv inhibition 62%, inhibitors of VEEV 0.8% and Salmonella PhoP GFP -10%.

Next part.
Screening CCN(CC)S(=O)(=O)c1cc(-c2nnc(-c3ccc(Br)cc3)o2)ccc1Br returned H1N1 NS1A inhibition 3%, tuberculosis growth -2%, H37Rv inhibition -5%, inhibitors of VEEV 7.8% and Salmonella PhoP GFP -4%.
COC(=O)c1sc2ncn(-n3c(C)ccc3C)c(=O)c2c1C was read as H1N1 NS1A inhibition 2%, tuberculosis growth 5%, H37Rv inhibition -4%, inhibitors of VEEV 1.1% and Salmonella PhoP GFP -10%.
`COc1ccc(C(CNC(=O)c2cccc(S(=O)(=O)Nc3ccc(F)cc3)c2)N2CCCC2)cc1` (configuration not stated) gave H1N1 NS1A inhibition 4% and inhibitors of VEEV 6.8%.
For Fc1cccc(Cl)c1Cc1noc(/C=C/c2ccccc2)n1 the results were H1N1 NS1A inhibition 3%, tuberculosis growth 8%, H37Rv inhibition 2%, inhibitors of VEEV 0.6% and Salmonella PhoP GFP 0%.
`Cc1cc(C)cc(NC(=O)c2cc(=O)c3ccccc3o2)c1` gave H1N1 NS1A inhibition -5%, tuberculosis growth 6%, H37Rv inhibition 2%, inhibitors of VEEV 1.8% and Salmonella PhoP GFP -4%.
`COCC(=O)n1nc(NCc2ccc(OC)cc2)nc1NCc1ccc(OC)cc1` gave H1N1 NS1A inhibition -1%, tuberculosis growth 15%, H37Rv inhibition 5%, inhibitors of VEEV 0.7% and Salmonella PhoP GFP -3%.
For CCNS(=O)(=O)c1ccc(CCC(=O)O)cc1 the results were H1N1 NS1A inhibition 4%, tuberculosis growth -6%, H37Rv inhibition -3%, inhibitors of VEEV 0.7% and Salmonella PhoP GFP 2%.
Screening COc1ccc(C(C(=O)NC2CCCCC2)N(C(=O)CCl)c2ccc(Cl)cc2)cc1 (configuration not stated) returned H1N1 NS1A inhibition -3%, tuberculosis growth 69%, H37Rv inhibition 7%, inhibitors of VEEV 13% and Salmonella PhoP GFP 2%.
CC[C@]12c3[nH]c4cc(CCC(=O)N(C)C)ccc4c3CCN1C(=O)[C@@H](CC(=O)NC(C)(C)C)C[C@@H]2C(=O)N1CCN(C(=O)c2ccco2)CC1 was read as H1N1 NS1A inhibition -33% and inhibitors of VEEV inactive.
`CN1CCN(CCCNCc2cn(CCC#N)c3ccccc23)CC1` gave H1N1 NS1A inhibition -5%, tuberculosis growth 46%, H37Rv inhibition 0%, inhibitors of VEEV 0.0% and Salmonella PhoP GFP -13%.
Screening CC(=O)Nc1c(C(=O)O)oc2ccc(Cl)cc12 returned H1N1 NS1A inhibition -8%, tuberculosis growth 11%, H37Rv inhibition 5%, inhibitors of VEEV 2.6% and Salmonella PhoP GFP -3%.
Screening COc1ccc(C(C(C(=O)c2cccs2)N2CCOCC2)N2CCOCC2)cc1OC (configuration not stated) returned H1N1 NS1A inhibition 4%, tuberculosis growth -7%, H37Rv inhibition -9%, inhibitors of VEEV 4.9% and Salmonella PhoP GFP -14%.
For O=C(c1ccc(N2CCOCC2)c([N+](=O)[O-])c1)N1CCCCC1 the results were H1N1 NS1A inhibition -10%, tuberculosis growth -7%, H37Rv inhibition -12%, inhibitors of VEEV 2.5% and Salmonella PhoP GFP -11%.
`CCOC(=O)N1CCN(C(=O)c2ccc(Cn3c(=S)[nH]c4cc5c(cc4c3=O)OCO5)cc2)CC1` gave H1N1 NS1A inhibition -5%, tuberculosis growth -28%, H37Rv inhibition -6%, inhibitors of VEEV 0.4% and Salmonella PhoP GFP 13%.

No enrichment for hits. Share with any hit: about 1.4%.
